Source: PubChem BioAssay (The Scripps Research Institute Molecular Screening Center)
SRC3 TRFRET art: TR-FRET detection interference compounds, artefact control for PPARgamma SRC-3 recruitment agonists, biochemical, TR-FRET ratio; TR-FRET ratio at 8 µM; TR-FRET artefact counter-screen, PPARgamma/SRC-3 format; active compounds read high; AID 1048, 2008; 0.39% of 99,000 active; in the data active = TR-FRET ratio above about 2000; also: inactives centre near 1600
SRC1 TRFRET art: TR-FRET detection interference compounds, primary screen, artefact control for PPARgamma SRC-1 recruitment agonists, biochemical, TR-FRET emission ratio; TR-FRET detection artefact counter-screen; active compounds read high; AID 1051, 2008; 0.34% of 99,000 active; TR-FRET ratio at 8 µM; in the data active = TR-FRET ratio above about 2300; also: inactives centre near 1800
* hit, by the source's call. The list is partial; the hit share may differ from the screen's.

Sample of the layout:
canonical_smiles	SRC3 TRFRET art	SRC1 TRFRET art
Cc1ccc[n+](CC(=O)Nc2cccc([N+](=O)[O-])c2)c1	1486	1823
Nc1nc(SCC(=O)c2ccc([N+](=O)[O-])cc2)n[nH]1	1532	1778

Main list, previewed entries included:
canonical_smiles	SRC3 TRFRET art	SRC1 TRFRET art
Cc1ccc[n+](CC(=O)Nc2cccc([N+](=O)[O-])c2)c1	1486	1823
Nc1nc(SCC(=O)c2ccc([N+](=O)[O-])cc2)n[nH]1	1532	1778
C#Cc1ccc([C@@H]2C=C(C(=O)OCC=C)O[C@H](OCCCCO)C2)cc1	1582	1634
O=C(Nc1nccs1)c1ccccn1	1491	1847
Cc1ccc(OCCCc2c(C)n[nH]c2C)cc1	1762	1918
CCO[C@@H]1OC(C(=O)NCc2ccccc2)=C[C@H](c2cn(C(C)=O)c3ccccc23)[C@H]1CCCO	1652	1740
O=C(CCc1[nH]c2ccccc2c1Sc1ccccc1)N(CCO)CCO	1607	1743
COc1ccc(NC(=O)Cc2c(Sc3ccccc3)c3ccccc3n2C)cc1	1993	1861

Continuation.
canonical_smiles	SRC3 TRFRET art	SRC1 TRFRET art
COc1cc(-c2[nH]ncc2CN(C)Cc2nonc2C)cc(OC)c1OC	1587	1799
CCOC(=O)c1c(NC(=O)COC(=O)CCS(=O)(=O)c2ccc(C)cc2)sc(C)c1C	1739	1997
CC(C)CCNC(=O)c1cc([N+](=O)[O-])ccc1N1CCOCC1	1556	1664
Cc1nnc(NC(=O)CCNC(=O)c2ccccc2Cl)s1	1503	1591
CCOC(=O)CNC(=O)C(Cc1ccccc1)NC(=O)OCc1ccccc1 (stereo not drawn)	1778	2006
Cc1cc(C)cc(NC(=S)N(CCCN2CCN(C)CC2)Cc2cccs2)c1	1503	1895
CCOC(=O)c1cnn(C(=O)c2ccccc2)c1N	1455	1698
COc1ccc(-n2c(=O)c3ccccc3n(CC(=O)NC3CCCCC3)c2=O)cc1OC	1639	1617

The listing continues.
canonical_smiles	SRC3 TRFRET art	SRC1 TRFRET art
O=C(NC(=S)N1CCN(C(c2ccccc2)c2ccccc2)CC1)c1ccc(S(=O)(=O)N2CCOCC2)cc1	1602	1918
N=C1C(c2nc3ccccc3s2)=C(O)CN1C1CCCCC1	1640	1726
CSc1nnc(C)c(=O)n1COC(=O)COc1ccccc1F	1635	2060
COc1ccc(CCNC(=O)C(C)SCc2ccccc2)cc1 (stereo not drawn)	1460	1840
NNc1nc2sc3c(c2c(=O)[nH]1)CCc1ccccc1-3	1923	1893
O=C(Cc1c(F)cccc1Cl)N(Cc1ccccc1)c1ccccn1	1366	1701
Cn1c(=O)c2c(SCc3ccccn3)nc(C3CC3)nc2n(C)c1=O	1398	1728
Fc1ccc(-n2cc(-c3ccccc3)c3c(NN4CCOCC4)ncnc32)cc1	1569	1783

New compounds follow:
canonical_smiles	SRC3 TRFRET art	SRC1 TRFRET art
O=C(Cc1cccs1)N/N=C/C=C\c1ccccc1[N+](=O)[O-]	1709	1688
CC(C)n1nc(CC(=O)O)c2ccccc2c1=O	1792	1989
Cc1cc(C(=O)N/N=C/c2ccc3c(c2)OCO3)c(C)n1-c1ccc(F)cc1	1660	1765
Cc1ccc(S(=O)(=O)CCC(=O)OCc2ccc(Cl)c(Cl)c2)cc1	1545	1961
O=C(CSc1ccc2ccccc2c1)NCCc1ccc(O)c(O)c1	1523	1785
Nc1nc2c([N+](=O)[O-])cccc2s1	1594	2028
NNc1nc2cccnc2n(CCNc2ncc(C(F)(F)F)cc2Cl)c1=O	1447	1823
O=C(COC(=O)/C=C/c1ccccc1)NCc1ccccc1Cl	1636	1621

Continuation:
canonical_smiles	SRC3 TRFRET art	SRC1 TRFRET art
CCOC(=O)c1ccc(NC(=O)CN2C(=O)CSC(C)C2=O)cc1 (stereo not drawn)	1600	1848
C(=C\c1nc(-c2ccccc2)no1)/c1ccccc1	1714	1587
O=C(C[n+]1cc(-c2ccccc2)n2c1CCC2)N1c2ccccc2Sc2ccccc21	1556	1766
O=C(c1ccccc1)c1c[nH]c(C(=O)NNc2ccccc2)c1	1487	1766
COc1ccc(-c2cc(-c3n[nH]c(=S)n3-c3ccccc3OC)[nH]n2)cc1	1662	1939
O=C(CCc1ccc(S(=O)(=O)NC2CCCCC2)cc1)NCc1cccnc1	1571	2061
Cc1ccc(CN(Cc2cccnc2)C(=S)Nc2cc(Cl)ccc2C)cc1	1432	1766
COc1ccc(/C=C2\SC(=O)N(CC(=O)NNC(=O)c3ccccc3O)C2=O)cc1OC	1912	1884

Additional structures follow.
canonical_smiles	SRC3 TRFRET art	SRC1 TRFRET art
CCOC(=O)C1(CC2CCCCO2)CCN(Cc2cccnc2)CC1 (stereo not drawn)	1500	1550
CCOC(=O)c1c(NC(=O)CSc2nc3nc(C)cc(C)n3n2)sc(CC)c1C	1591	1486
CCOC(=O)C1(Cc2cccc(OC)c2)CCN(C2CCOCC2)CC1	1462	1676
COCCn1c(N/N=C(C)/C=C/c2ccccc2)nc2c1c(=O)[nH]c(=O)n2C	1581	1675
C#CCNC(=O)C1=C[C@H](c2coc3ccccc3c2=O)C[C@H](OCc2ccc(CO)cc2)O1	1585	1613
COC(=O)C(C)NC(=O)c1ccc(C(C)(C)C)cc1 (stereo not drawn)	1636	1732
O=C(CN1CCOc2ccccc21)NCc1ccccc1	1650	1629
Cc1c(NC(=O)CS(=O)(=O)c2ccccc2)c(=O)n(-c2ccccc2)n1C	1542	1628

Next section.
canonical_smiles	SRC3 TRFRET art	SRC1 TRFRET art
COCCN1Cc2cccc(C(=O)Nc3ccc(C)cc3)c2C1=O	1576	1991
O=c1[nH]c(SCc2ccccc2)nc2ccsc12	1449	1730
CC(C)CC(NC(=O)C1CCC(C)CC1)C(=O)Nc1ccccn1 (stereo not drawn)	1431	1766
CN(C)c1ccc(CN2CCCCCC2)cc1	1911	2003
CC(C)(C)c1ccc(C(=O)NCC(=O)O)cc1	1787	1989
CSc1ncccc1C(=O)OCC(=O)NC(C)C	1521	1781
COc1ccc(OCC(=O)N/N=C(\C)c2ccc(-n3ccnc3)cc2)cc1	1389	1569
Oc1c(Br)cc(Br)cc1C=Nc1ccc2c(c1)OCCO2	1646	1817

Single records (already shown). Order of values: SRC3 TRFRET art | SRC1 TRFRET art
Entry for `Oc1c(Br)cc(Br)cc1C=Nc1ccc2c(c1)OCCO2` = 1646 | 1817
Entry for `CSc1ncccc1C(=O)OCC(=O)NC(C)C` = 1521 | 1781
Entry for `COc1ccc(OCC(=O)N/N=C(\C)c2ccc(-n3ccnc3)cc2)cc1` = 1389 | 1569
Entry for `O=c1[nH]c(SCc2ccccc2)nc2ccsc12` = 1449 | 1730
Entry for `CC(C)CC(NC(=O)C1CCC(C)CC1)C(=O)Nc1ccccn1` (stereo not drawn) = 1431 | 1766

Continued.
canonical_smiles	SRC3 TRFRET art	SRC1 TRFRET art
NC(=O)c1ccc(NC(=O)COC(=O)CC(NC(=O)c2ccccc2Cl)c2ccccc2)cc1 (stereo not drawn)	1487	1871
CCOC(=O)C(=O)N1CCN(c2ccccc2OC)CC1	1580	1717
c1ccc(CSc2nnc(Cc3ccccc3)o2)cc1	1467	1957
Cc1cc(CN(C)C(=O)CC2C(=O)NCCN2Cc2c(F)cccc2Cl)n[nH]1 (stereo not drawn)	1421	1850
C=C(C)C1CC=C(C)/C(=N/NC(=O)CCCNc2cccc(C)c2)C1 (stereo not drawn)	1704	1603
COc1cc(OC)cc(-c2nc3ccccc3c(=O)n2NC(=O)c2cccnc2Cl)c1	1608	1948
O=C(Nc1ccccc1)c1cccc(S(=O)(=O)Nc2ccccn2)c1	1589	1911
Cc1ccc(C2(C)NC(=O)N(CC(=O)Nc3cccnc3Cl)C2=O)cc1 (stereo not drawn)	1657	1857

New compounds follow.
canonical_smiles	SRC3 TRFRET art	SRC1 TRFRET art
O=C(COC(=O)[C@@H]1CCCN1S(=O)(=O)c1ccc(Cl)cc1)NC12CC3CC(CC(C3)C1)C2	1582	1682
CC(C)(C)c1ccc(C(=O)CC(Sc2ccc(Cl)cc2)C(=O)O)cc1 (stereo not drawn)	1535	1936
C[N+]1=C2CCCCCN2C(O)(c2ccccc2)C1 (stereo not drawn)	1410	1733
Cc1cc(C)nc(N/C(=N/S(=O)(=O)Cc2ccccc2)Nc2ccccc2)n1	1529	1777
COc1ccc(CS(=O)(=O)c2nc(C)cc(C)c2S(C)(=O)=O)cc1	1430	1611
Cc1ccc(NCc2nnc(SCC(=O)O)n2Cc2ccccc2)cc1Cl	1753	1556
CCOC(=O)c1cc(-c2ccccc2)sc1NC(=O)C(C)OC(=O)c1cccnc1Cl (stereo not drawn)	1652	1900
CCOC(=O)c1cc(NC(=O)Nc2ccccc2Cl)c(C)nc1C	1702	1921

(cont.)
canonical_smiles	SRC3 TRFRET art	SRC1 TRFRET art
CC1(C)CC(=O)C(Sc2ccccc2C(=O)O)=C(O)C1	1800	1813
O=C(O)c1cc2c(s1)-c1ccccc1OC2	1580	1620
COc1ccc2nc(C)c(C(N)=O)cc2c1	1608	1685
CC(=O)Nc1sc(N/N=C\c2cccc(Cl)c2)nc1-c1cccs1	1693	1954
Cc1cc(C)nc(SCc2cc(=O)c(OC(=O)c3ccco3)co2)n1	1541	1528
O=C(CNCc1ccc(Cl)cc1)Nc1cccc(C(=O)O)c1	1415	1735
CCC(C)N(C(=O)COC(=O)/C=C/c1ccc(O)c(OC)c1)C1CCS(=O)(=O)C1 (stereo not drawn)	1638	1486
CCSc1nnc(NC(=O)Cc2cc(OC)c(OC)c(OC)c2)s1	1651	1849

Further entries follow.
canonical_smiles	SRC3 TRFRET art	SRC1 TRFRET art
O=C(NN=C1CCCC1)c1n[nH]c2c1CCC2	1439	1866
Cc1nccn1-c1ccc(C(F)(F)F)cc1[N+](=O)[O-]	1459	1412
C/C(=N\Nc1cccc2cccnc12)c1ccc[nH]1	1616	1899
Cc1nc2cc(Cl)c(Cl)cc2nc1C	1453	1802
CCOC(=O)NC(=O)COC(=O)c1ccc(Sc2ncn[nH]2)c([N+](=O)[O-])c1	1524	1543
Cc1c(Cl)cccc1NC(=S)N1CCN(S(=O)(=O)c2cccs2)CC1	1801	1866
Cc1ccc2oc(=O)c3cnn(CC(=O)Nc4cc(-c5cccc(F)c5)no4)c3c2c1	1717	1701
NC(=O)CSc1nc2cc([N+](=O)[O-])ccc2n1-c1cccc(C(F)(F)F)c1	1553	1886

(listing goes on)
canonical_smiles	SRC3 TRFRET art	SRC1 TRFRET art
Cc1ccccc1NC(=O)/C(=C/c1cccs1)NC(=O)c1ccco1	1477	1717
Cn1c(N)c(S(=O)(=O)N2CCN(c3ccccc3)CC2)c(=O)n(C)c1=O	1571	1903
O=C(NCCO)/C(=C\c1ccc(Br)cc1)NC(=O)c1cccs1	1614	1718
Cc1nnnn1/C(=C\c1ccccc1)C(=O)OCC(=O)NC(C)(C)C	1491	2088
Cc1ccc(C(=O)Nc2ccc(C(=O)N/N=C/c3ccncc3)cc2)cc1	1556	1838
O=C(/C=C/c1ccc(-c2ccccc2[N+](=O)[O-])o1)c1ccccc1	1766	1750
CCCn1nnc(NC(=O)c2cccc(OCC(C)C)c2)n1	1833	1948
COc1ccc(S(=O)(=O)N2c3ccccc3OCC2C(C)(C)C)cc1 (stereo not drawn)	1493	1671

(continued)
canonical_smiles	SRC3 TRFRET art	SRC1 TRFRET art
COc1ccccc1CNC(=O)Cc1cc(=O)[nH]c(=O)[nH]1	1464	1668
Cc1[nH]n(-c2ccccc2)c(=O)c1N=Nc1ccccc1	1717	1942
CCN(CC)c1ccc2cc(C(=O)Nc3ccccn3)c(=O)oc2c1	1503	1920
O=C(NC1CCCc2ccccc21)c1ccccc1Cl (stereo not drawn)	1686	1822
CN(C)C(=O)CN1CCN(c2nc3nonc3nc2N2CCCCC2)CC1	1501	1741
O=C(c1nnc(-c2ccc(Cl)cc2)o1)C1CCCC1	1524	1769
CC1CN(C(=O)c2cc3c(=O)n4ccccc4nc3s2)CC(C)O1 (stereo not drawn)	1570	2249
O=C(O)CCSc1nnc(SCC(=O)NCC(F)(F)F)s1	1350	1781

Further entries follow:
canonical_smiles	SRC3 TRFRET art	SRC1 TRFRET art
Cc1ccc(C(=O)O)cc1N=Cc1cc(Br)cc(Br)c1O	1553	1888
CCOc1ccc(C(=O)NC(C)(C)CC)cc1	1633	1799
O=C(c1cccs1)N1CCN(Cc2ccccn2)CC1	1826	1778
C/C(=N\NC(=O)Cn1nc(C)c(Br)c1C)c1cccs1	1475	1823
C/C(=N\NC(=O)c1ccn[nH]1)c1cn(C)nc1C	1366	1760
CSc1nc2ccc(NS(=O)(=O)c3cccc(Cl)c3Cl)cc2s1	1462	1557
CCOC(=O)C1=C(O)/C(=C/c2ccc(OCC(=O)O)c(OCC)c2)SC1=Nc1ccc(C)cc1	1720	1896
C/C(=N\N1CCN(Cc2ccccc2)CC1)c1ccco1	1578	1688

Additional results:
canonical_smiles	SRC3 TRFRET art	SRC1 TRFRET art
c1cnn(-c2cncc(-n3cccn3)n2)c1	1731	1718
CC1CN(Cc2nnc(-c3ccccc3)o2)CC(C)O1 (stereo not drawn)	1473	1824
CN1CCN(CC(O)COCCOc2ccc(Br)cc2)CC1 (stereo not drawn)	1551	1787
NC(=NCc1ccc2c(c1)OCO2)NC(=O)c1ccccc1	1382	1581
C=CCn1c(SCC(=O)NC2CCCCC2)nnc1-c1ccc(OC)cc1	1660	1857
Cc1ccc(NC(=O)CN2C(=O)NC3(CCc4ccccc43)C2=O)cc1 (stereo not drawn)	1643	1838
O=Cc1cn(CC(=O)Nc2ccc(F)cc2)c2ccccc12	1386	1544
COc1ccccc1NC(=O)N1C2CCCC1CC(NC(=O)c1ccccc1)C2 (stereo not drawn)	1654	1951

Additional entries:
canonical_smiles	SRC3 TRFRET art	SRC1 TRFRET art
COc1ccccc1NC(=O)CSCc1ccc([N+](=O)[O-])cc1	1507	1803
CNc1ccc(C2(O)C(=O)c3ccccc3C2=O)cc1	1658	1770
O=C(Nc1ccccc1F)c1ccc(CSc2ccccc2)o1	1530	1926
CCCCN(CC)C(=O)c1ccc(Cl)cc1	1730	1734
O=C(COC(=O)c1cccc(NS(=O)(=O)/C=C/c2ccccc2)c1)Nc1ccccc1OC(F)F	1680	1570
